High-throughput results: PubChem, National Center for Advancing Translational Sciences (NCATS)
A-T KAP1 phos = potential ataxia-telangiectasia treatments restoring KAP-1 phosphorylation; […] A-T fibroblasts, KAP-1 phosphorylation AlphaLISA; neocarzinostatin DNA damage 30 min before lysis; Potency, µM (highest dose often 57.5 µM), inactives show at the highest dose activation, actives largely listed as activators; actives 0.19% (n = 320,000); note: potency is the fitted concentration of half-maximal effect; % of control where 0% means no effect; nearly all actives have a fitted effect of over 45% in size
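ATM-like activity read as KAP-1 phosphorylation via AlphaLISA donor/acceptor antibody pairs after lysis and 6 hr at 25C. Cells were ATM-null patient fibroblasts ([…], hTERT), dosed 60 min, then exposed to the DSB inducer NCS for 30 min.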
BCR signal inh = chronic active BCR signaling inhibition; ABC-DLBCL IkBa-CBG/CBR reporter, luminescence ratio, 4 h; AID 493014; Potency, µM (series often up to 46.1 µM), for inactives: top-dose ratio change, negative = lower green/red ratio, actives largely listed as inhibitors; actives 0.05% (n = 340,000); active = well fitted inhibition curve with a large enough effect in the signal ratio, with a control signal flat, not every such curve was filed as active; inconclusive = small, poorly fitted or top-dose-only effect, or effect the other way, or a change in a side signal; the % refers to the signal ratio;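 note: potency is the fitted concentration of half-maximal effect; plate controls were basal doxycycline-induced cells for no effect and cells given 10 µM MG132 for full effect; MG132 reads +100%, hits lower the ratio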
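TMD8 ABC-DLBCL cells carrying doxycycline-inducible green luciferase fused to IkappaBalpha plus unfused red luciferase were exposed to compounds (up to 46 uM) for 4 hrs at 37C. Activity came from the overlap-corrected green/red luminescence ratio.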
Giardia kill = Giardia lamblia killing; Giardia lamblia trophozoite viability; activity change, % at 7.66 µM, hits read low; actives 0.15% (n = 340,000); AID 540267; in the data active = activity change below about -80%; inconclusive = between about -30% and that limit;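 note: parasites exposed to compound for two days anaerobically before the ATP read; % is set by controls: 0 for no effect and ±100 for the full control effect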
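Trophozoites 100 cells/well + cpd; 48 hrs, 37 deg C, anaerobic. ATPLite 1-Step added, 15-30 min RT, luminescence read (ATP-based viability).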
CXXC DNA block = inhibitors of human MLL CXXC domain-DNA interaction; Q03164; MLL-CXXC / FITC-HOXA9 DNA fluorescence polarization; Potency, µM (doses to about 115 µM), inactives show at the top dose activity change, negative = inhibition, most hits filed as inhibitors; actives 0.037% (n = 290,000); active = well fitted inhibition curve with a large enough effect in the polarisation, with a control signal flat, not every such curve was filed as active; inconclusive = small, poorly fitted or top-dose-only effect, or effect the other way, or a change in a side signal; inactive = no such curve, though single readings can be large or run the other way; the % refers to the polarisation; note: potency is the fitted concentration of half-maximal effect
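Steps: dispense CXXC domain solution (7 uM) → pin compounds or unlabeled HOX-A9 DNA control → 5 min ambient → add FLSN-HOX-A9 solution (50 nM) → spin → 30 min ambient → fluorescence polarization. Tris pH 7.5/NaCl/DTT/BSA buffer.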
GALK inhibitor = blocks human galactokinase activity | P51570 | Purified GALK, Kinase-Glo residual ATP luminescence | Potency, µM (series often up to 57.5 µM), for inactives: at the top dose activity change, negative = inhibition, usual class: inhibitors | actives 0.007% (n = 270,000) | AID 1868; note: potency is the fitted concentration of half-maximal effect; % is set by controls: 0 for no effect and ±100 for the full control effect
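5 nM enzyme, 35 uM ATP, 100 uM galactose, 20 mM HEPES pH8.0, 5 mM MgCl2; 1 h RT; residual ATP by Kinase-Glo Plus luminescence, qHTS format.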
hERG WT inh = inhibitors of human wildtype KCNH2 potassium channel. Q12809. U2OS, BacMam KCNH2, thallium flux FluxOr; hits give low values. activity change, % at 1.84 µM. actives 0.37% (n = 340,000);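 active = maximum activity change below -70%; inconclusive = maximum activity change between -70% and -50%; inactive = maximum activity change above -50%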; note: % is set by controls: 0 for no effect and ±100 for the full control effect
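U2OS cells were transduced with wild-type KCNH2 virus (2.03 x 10^8 / mL) for 4 h at room temperature, then cultured overnight at 37 C. Thallium flux was read with FluxOr dye. Rate constants were normalized to DMSO controls.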
TCR act = activators of T cell receptors; 330,000 tested, under 10 active; Potency, µM (doses to about 9.22 µM), inactives show at the top dose activation of IL-2 secretion, usual class: activators; AID 504894; primary human leukocytes, anti-CD3, IL-2 HTRF, 48 h; note: % of control where 0% means no effect
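1) Mix primary human leukocytes, a-CD3 beads and compound. 2) Incubate 48 hr. 3) Add HTRF IL-2 reagents (a-IL-2-K, a-IL-2-d2).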
Tb PFK block = T. brucei PFK enzyme inhibition; O15648; AID 485367; actives 0.17% (n = 330,000); T. brucei PFK, ADP-Glo luminescence; Potency, µM (series often up to 57.5 µM), without a hit: top-dose activity, negative = inhibition, actives largely listed as inhibitors;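 note: potency is the fitted concentration of half-maximal effect; 0% = uninhibited 1x PFK enzyme wells and -100% = no-enzyme wells; nearly all actives have a fitted effect of over 60% in size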
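In TEA buffer at pH 8.0 with 5 mM MgCl2, enzyme (1.25 nM) converted F6P (0.5 mM) and ATP (0.1 mM) for 45 min at room temperature. ADP product was read by luciferase luminescence.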
FBPA coupling cs = coupling enzyme interference in Giardia aldolase counter-screen | coupling enzyme system counterscreen, AmpLite Red fluorescence | activity change, negative = inhibition, % at 58.2 µM, hits read low | actives 0.67% (n = 290,000); in the data active = activity change below about -30%; note: % is set by controls: 0 for no effect and ±100 for the full control effect
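First, compound is pin-transferred into glyceraldehyde-3-phosphate coupling-enzyme reagent at 57.5 uM final and held 10 min at RT. Next, substrate, coupling system and AmpLite Red are added. After 20 min RT, fluorescence (525/598 nm) is read.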
TSHR antagonist = human thyrotropin receptor antagonism; P16473; TSHR-expressing cells, TSH-stimulated cAMP HTRF, 2 h; hits give low values; activity change, negative = inhibition, % at 11.5 µM; actives 0.2% (n = 330,000);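 active = activity change below a set negative limit, meaning inhibition stronger than a set level, cut at about -70% in these data; inconclusive = activity change between two set negative limits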; note: % is set by controls: 0 for no effect and ±100 for the full control effect
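TSHR-expressing cells, 200/well, pre-treated with compound, then stimulated with EC80 TSH (4nM final) for 2 hours at 37 deg C. cAMP measured by competitive HTRF: anti-cAMP cryptate antibody in lysis buffer plus cAMP-d2, read after 30 minutes at room temperature.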
Starred values were filed as active, the others as inactive; ? = inconclusive; · = no result given; [ ] = another dose, or the depositor's remark. Unless noted, calls come from the whole dose curve; as a rule, active = well fitted curve in the direction sought with a large enough effect; inconclusive = small, poorly fitted or top-dose-only effect, or another doubt; inactive = no such curve, though single readings can be large; an effect the other way counts as inactive or inconclusive.

The opening seven entries, ahead of the listing:
SMILES	A-T KAP1 phos	BCR signal inh	Giardia kill	CXXC DNA block	GALK inhibitor	hERG WT inh	TCR act	Tb PFK block	FBPA coupling cs	TSHR antagonist
O=C(CSc1nc2ccsc2c(=O)n1CC1CCC(C(=O)O)CC1)c1ccc(F)cc1 (stereo not drawn)	-1%	-5%	-18	6%	-4%	-1	-3%	-4%	12	-15
C/C(=N\Nc1ccc(F)cc1)c1ccncc1	-2%	6%	-6	7%	1%	-4	0%	0%	-6	29
OC1(c2cn(Cc3ccccc3)nn2)CCCCC1	1%	-3%	-2	5%	-1%	-9	-3%	-1%	5	16
Cc1ccccc1C(=O)Nc1sc2c(c1C(=O)O)CCC2	-3%	?	-12	-2%	2%	-1	-7%	2%	-21	-10
O=[N+]([O-])c1ccc(Cl)c(/C=N/N2CCN(Cc3ccccc3Cl)CC2)c1	-9%	6%	-2	-1%	5%	23	0%	0%	0	-22
CN1CC[C@]2(CCN3CCc4c(oc5ccccc45)[C@@H]3C2)N(C)C1=O	8%	-4%	15	·	·	14	2%	3%	·	-4
CNS(=O)(=O)c1ccc(Oc2ccc(S(=O)(=O)NC)cc2)cc1	7%	0%	-8	18%	-3%	11	-2%	-1%	8	-9

Main list (from the top)
SMILES	A-T KAP1 phos	BCR signal inh	Giardia kill	CXXC DNA block	GALK inhibitor	hERG WT inh	TCR act	Tb PFK block	FBPA coupling cs	TSHR antagonist
O=C(CSc1nc2ccsc2c(=O)n1CC1CCC(C(=O)O)CC1)c1ccc(F)cc1 (stereo not drawn)	-1%	-5%	-18	6%	-4%	-1	-3%	-4%	12	-15
C/C(=N\Nc1ccc(F)cc1)c1ccncc1	-2%	6%	-6	7%	1%	-4	0%	0%	-6	29
OC1(c2cn(Cc3ccccc3)nn2)CCCCC1	1%	-3%	-2	5%	-1%	-9	-3%	-1%	5	16
Cc1ccccc1C(=O)Nc1sc2c(c1C(=O)O)CCC2	-3%	?	-12	-2%	2%	-1	-7%	2%	-21	-10
O=[N+]([O-])c1ccc(Cl)c(/C=N/N2CCN(Cc3ccccc3Cl)CC2)c1	-9%	6%	-2	-1%	5%	23	0%	0%	0	-22
CN1CC[C@]2(CCN3CCc4c(oc5ccccc45)[C@@H]3C2)N(C)C1=O	8%	-4%	15	·	·	14	2%	3%	·	-4
CNS(=O)(=O)c1ccc(Oc2ccc(S(=O)(=O)NC)cc2)cc1	7%	0%	-8	18%	-3%	11	-2%	-1%	8	-9
COc1ccccc1/C=C/C(=O)NCC(=O)N/N=C/c1ccc2c(c1)OCO2	-2%	-20%	-9	-2%	-1%	-3	5%	-3%	2	2
Cc1cccc(C)c1NC(=O)CNC(=O)Cc1ccc(Br)cc1	6%	0%	-3	3%	8%	·	-5%	-11%	1	3
O=C(COC(=O)COc1ccc(Cl)cc1)NC1CCCC1	5%	2%	?	·	·	-12	-6%	-12%	·	0
Cc1cc(C)c(NC(=O)CSc2nncn2-c2cccnc2)c(C)c1	3%	-1%	-8	3%	0%	4	-2%	0%	1	-6
O=C(c1ccc(Cl)c([N+](=O)[O-])c1)N(Cc1ccc(Cl)cc1)C1CCS(=O)(=O)C1 (stereo not drawn)	-5%	?	20	8%	2%	12	-2%[46.1 µM]	0%	3	-4
CCc1noc(C)c1C(=O)N1CCOCC1	-5%	-1%	15	12%	2%	8	1%	0%	3	6
O=C(CNS(=O)(=O)c1ccc(Br)s1)N1CCN(c2ccc(F)cc2)CC1	0%	1%	15	0%	-2%	45	-10%	0%	1	-14
O=C1CC(c2ccc(OCCCCCOc3ccc(C4CC(=O)NC4=O)cc3)cc2)C(=O)N1 (stereo not drawn)	8%	?	2	2%	2%	-11	-2%	-1%	2	-15
CCN1CCN(c2nc(C)c3c(n2)CC(C)CC3=O)CC1 (stereo not drawn)	-7%	0%	5	10%	1%	-11	5%	-1%	4	3
COc1ccccc1CNC(=O)Cn1c(=O)oc2cc(Cl)ccc21	-2%	0%	3	5%	·	11	4%	-2%	1	-1
COc1cc(C)c(C)cc1S(=O)(=O)n1c(C)nc2ccccc21	-4%	6%	9	-19%	0%	27	3%	1%	8	-3
C/C(=N\NC(=O)Cc1cccn1C)c1ccco1	4%	8%	-15	-4%	-3%	1	4%	-3%	-2	11
NC(=O)c1c(NC(=O)COC(=O)c2ccc(O)c(Cl)c2)sc2c1CCCC2	-18%	?	-11	·	·	2	8%[46.1 µM]	-1%	·	-17
O=C(Nc1ccc(S(=O)(=O)Nc2ncccn2)cc1)c1cncc(Br)c1	11%	5%	7	5%	-2%	10	1%[46.1 µM]	1%	3	2
COc1ccc(-c2csc(N(C)C(=O)c3ccco3)n2)cc1	14%	?	-2	7%	-1%	-3	·	-2%	0	-6
C/C(=N\Nc1ccc(C#N)cc1[N+](=O)[O-])c1ccc(C)o1	11%	20%	7	-8%	-4%	-3	16%	1%	1	-3
Cc1cc(Nc2ccccc2)n(-c2ccccc2)n1	-3%	?	5	-8%	-3%	7	-3%	19%	4	2
Cc1ccc2[nH]c(=O)c(Cc3ccccc3)c(O)c2c1	2%	?	12	7%	-2%	-3	0%	-3%	-3	-23

(list continues)
SMILES	A-T KAP1 phos	BCR signal inh	Giardia kill	CXXC DNA block	GALK inhibitor	hERG WT inh	TCR act	Tb PFK block	FBPA coupling cs	TSHR antagonist
CCc1cc(-c2n[nH]c(=S)n2CC)cs1	3%	?	1	-4%	0%	1	-4%[46.1 µM]	0%	3	-3
CN(C)c1ccc(/C=C/C=N/Nc2nc(N3CCOCC3)nc(N3CCOCC3)n2)cc1	-1%	?	20	3%	5%	-10	10%	-5%	2	-22
CCc1nc(Cl)c(C#N)c2c1CCCC2	2%	8%	21	1%	1%	-4	-1%[46.1 µM]	-5%	2	14
COC(=O)CSc1nc(N2CCCCC2)c2c(c1C#N)CCCC2	11%	10%	-9	-1%	-3%	8	-4%	-2%	3	-24
N#CC1(N2CCN(C(=O)c3ccccc3)CC2)CCCCC1	-4%	0%	6	5%	3%	14	·	-4%	0	0
O=C1CC(c2ccc3c(c2)OCO3)c2cc3c(cc2N1)OCO3 (stereo not drawn)	·	·	-23	-4%	0%	0	1%	·	2	·
O=c1[nH]ncc(N/N=C/c2ccccc2)c1Cl	4%	?	-9	-4%	-3%	1	·	3%	3	0
CCOC(=O)c1cccc(C2=CC(=O)C[C@H](c3ccc(Cl)cc3)C2)c1	-3%	?	-9	·	·	29	7%	9%	·	-8
COc1ccc(C2CC(=O)N(C)c3ccccc3S2)cc1 (stereo not drawn)	·	?	7	12%	2%	2	-11%	-4%	2	6
Cc1ccnn1CCSCC(=O)O	·	8%	6	-4%	0%	6	-4%	1%	2	-3
Cc1nn(-c2ccccc2)c(C)c1NC(=O)COC(=O)c1cc([N+](=O)[O-])ccc1NCCO	-4%	0%	0	?	4%	0	3%	2%	5	-3
Cn1c(=O)n(Cc2ccc(Cl)cc2)c(=O)c2c1nc1n2CCN1Cc1ccco1	0%	1%	4	0%	-1%	11	·	-4%	3	9
COC(=O)c1ccc(CNC(=O)CN(CCC(C)C)S(=O)(=O)c2ccc3c(c2)OCCO3)cc1	-1%	?	-23	5%	1%	-5	-3%[46.1 µM]	-1%	2	-8
CNC(=S)NNC(=O)c1ccc(C(C)(C)C)cc1	-2%	-11%	?	-6%	-1%	2	-2%	16%	1	-5
C=CCN1N=C(c2ccc(NC(=O)c3ccccc3)cc2)CSC1=O	1%	9%	-19	5%	3%	-3	3%	-2%	10	-5
CCOc1cc(CN2CCCC(CNC(=O)c3ccc(F)cc3)C2)ccc1OC (stereo not drawn)	?	?	-2	3%	1%	18	6%	2%	1	-8
CCOC(=O)C1CCN(C(=S)Nc2cc(OC)c(OC)cc2C(=O)OC)CC1	-6%	?	7	-1%	-2%	-1	-4%	2%	3	4
O=C(COc1ccc([N+](=O)[O-])cc1)Nc1ccc(NC(=O)c2ccccc2)cc1	14%	-2%	-15	13%	-4%	19	-8%	0%	·	9
O=C(c1ccco1)n1nc(NCc2ccccc2)nc1NCc1ccccc1	5%	?	8	-5%	0%	-5	4%	-9%	1	6
CN(c1cccc(NC(=O)c2ccc(CN3CCc4ccccc4C3)cc2)c1)S(C)(=O)=O	4%	?	9	5%	-2%	3	11%	-16%	3	-37
